Compound activity (PubChem)
HCMV inh – inhibitors of human cytomegalovirus | HFF cells, HCMV-luciferase reporter, 72 h; hits give low values | activity change, negative = inhibition, % at 57.5 µM | 410,000 tested, 4.5% active | AID 1259415; in the data active means activity change below about -60%; inconclusive means no clear call, values can overlap the other calls; inactive means above about -39%
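Cell-based, HFFs, 1000 cells/well, 16 h 37C; cpds in DMSO + HCMV-luc, MOI 1 PFU/cell; 72 h 37C; OneGlo luminescence after 5 min RT; norm. to buffer vs Salinomycin 10uM.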
AmpC inh detg – AmpC beta-lactamase inhibition with detergent present. Potency, µM (highest dose often 114 µM), inactives show at the top dose activity change, negative = inhibition, usual class: inhibitors. AmpC hydrolysis of nitrocefin, absorbance 480 nm, 0.01% Triton. 370,000 tested, 0.041% active. AID 485294. P00811;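 further: potency means the concentration at half of the fitted maximal effect; 0% = no-compound wells and -100% = no-enzyme wells; nearly all actives have a fitted effect of over 25% in size; some results filed as inactive show a strong effect at the top dose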
Target sequence (P00811 whole entry, looked up): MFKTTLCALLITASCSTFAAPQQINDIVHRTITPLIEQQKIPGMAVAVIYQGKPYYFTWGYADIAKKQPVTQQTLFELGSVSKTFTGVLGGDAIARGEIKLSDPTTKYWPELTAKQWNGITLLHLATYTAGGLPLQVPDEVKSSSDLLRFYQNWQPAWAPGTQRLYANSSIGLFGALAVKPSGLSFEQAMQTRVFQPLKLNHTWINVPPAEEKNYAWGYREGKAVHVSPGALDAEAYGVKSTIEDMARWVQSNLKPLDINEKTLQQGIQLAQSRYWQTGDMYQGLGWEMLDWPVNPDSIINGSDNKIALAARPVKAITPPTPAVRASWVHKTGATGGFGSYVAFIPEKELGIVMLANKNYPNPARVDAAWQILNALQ
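AmpC (5.3 nM in the dispensed reagent) in 20 mM phosphate pH 7.0 with 0.01% (detergent screen) or 0.0001% Triton X-100 was preincubated with compounds for 15 min at room temperature. Nitrocefin was then added from an 800 uM solution, and hydrolysis was followed at 480 nm.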
Sm TGR inh – blocks Schistosoma mansoni thioredoxin glutathione reductase. Q962Y6. purified TGR, DTNB reduction, TNB absorbance 405 nm. Potency, µM (titrated, usually from 114 µM), inactives show at the top dose activity change, negative = inhibition, usual class: inhibitors. 360,000 tested, 3% active. AID 485364; further: potency means the concentration at half of the fitted maximal effect; nearly all actives have a fitted effect of over 60% in size
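Kinetic colorimetric format: TGR-catalysed, NADPH-driven DTNB reduction monitored via TNB absorbance. Enzyme dispensed at 20 nM; compound exposure 15 min at room temperature before reaction start.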
FBPA Giardia inh – Giardia lamblia aldolase inhibition. A8B2U2. purified Giardia FBPA. Potency, µM (doses to about 59.6 µM), for inactives: at the highest dose activity, negative = inhibition, hits mostly inhibitors. 290,000 tested, 0.71% active. AID 2451; further: potency means the concentration at half of the fitted maximal effect; nearly all actives have a fitted effect of over 55% in size
Target sequence (A8B2U2 whole entry, looked up): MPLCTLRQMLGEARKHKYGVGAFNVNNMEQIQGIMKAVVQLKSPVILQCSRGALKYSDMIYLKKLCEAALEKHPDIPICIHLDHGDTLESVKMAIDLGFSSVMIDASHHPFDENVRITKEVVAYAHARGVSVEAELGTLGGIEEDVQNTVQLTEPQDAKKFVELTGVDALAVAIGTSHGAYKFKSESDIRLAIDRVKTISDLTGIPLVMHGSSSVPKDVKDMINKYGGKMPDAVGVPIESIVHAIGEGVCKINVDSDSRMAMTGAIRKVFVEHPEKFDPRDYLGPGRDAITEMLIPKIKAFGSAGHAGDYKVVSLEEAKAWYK
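40 nM FBPA preincubated 10 min at RT with compound (up to 57.5 uM final), then substrate plus GAPDH/TPI/NAD/arsenate coupling and diaphorase/resazurin added. Fluorescence read after 20 min at RT, 525/598 nm.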
HCV inh – inhibitors of hepatitis C virus infection | AID 651820 | Huh7.5.1 HCVcc-Cre infection, luciferase reporter, 44 h | 340,000 tested, 3.4% active | Potency, µM (highest dose often 41.8 µM), for the others: at the top dose activity change, negative = inhibition, hits mostly inhibitors; further: potency means the concentration at half of the fitted maximal effect
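Reporter virus HCVcc-Cre (~0.5 moi) infects cells exposed to compound; seeding density 1,000 cells/well with 4 h settling beforehand. Luminescence, 15 sec read, taken 44 h post-infection following a 15 min RT substrate incubation.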
AMA1-RON2 inh – AMA1-RON2 (P. falciparum) interaction inhibition | AlphaScreen AMA1-biotinylated RON2 peptide binding | Potency, µM (highest dose often 58.2 µM), without a hit: at the top dose activity change, negative = inhibition, most hits filed as inhibitors | 360,000 tested, 0.2% active | AID 720542;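 further: potency means the concentration at half of the fitted maximal effect; 0% = vehicle wells and -100% = peptide control; nearly all actives have a fitted effect of over 45% in size; some results filed as inactive show a strong effect at the top dose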
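AMA1 (3D7) with his tag at 25 nM final met compounds first, then biotinylated RON2 peptide at 25 nM; detection used donor plus acceptor beads, 10 µg/mL apiece, read by AlphaScreen after 30 min at room temperature.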
The depositor's hits bear a star; ? = inconclusive; / = not tested or not shown; [ ] = another dose, or the depositor's remark. Unless noted, the call rests on the fitted dose curve; in most records, active means well fitted curve in the direction sought with a large enough effect; inconclusive means small, poorly fitted or top-dose-only effect, or another doubt; inactive means no such curve, though single readings can be large; an effect the other way counts as inactive or inconclusive. Unless noted, on the % scale 0 is the no-effect control and ±100 the full control effect. Rows were taken by chance; overall some 9.3% were active at least once.

SMILES | HCMV inh | AmpC inh detg | Sm TGR inh | FBPA Giardia inh | HCV inh | AMA1-RON2 inh
COc1cc(CN(C)c2ccc(S(=O)(=O)N3CCCC3)cn2)ccc1OC(F)F | -2 | -12% | 3% | / | ? | 0%
COC(=O)c1ccccc1NC(=O)c1cccc(NC(=O)C(C)C)c1 | -23 | -4% | 4% | 0% | ? | -6%
Cc1cccc(-n2cnc3cc([N+](=O)[O-])ccc32)c1 | -14 | -8% | 1% | -13% | -29% | -11%
Cc1cc(C)cc(C(=O)N2CCC3(CC2)NCCc2[nH]cnc23)c1 | -10 | -5% | 1% | / | 22% | 4%
O=C(CO/N=C/c1ccccc1OC(F)F)NC1CCCC1 | -33 | 2% | 0% | 1% | -16% | -8%
CCn1c(CCCNC(=O)c2cccs2)nc2ccccc21 | -36 | ? | 2% | -3% | -3% | -2%
CCOC(=O)C1=C(O)/C(=C/c2ccc(OCC(=O)O)c(OCC)c2)SC1=Nc1ccccc1 | -14 | -4% | -5%[57.1 µM] | -1% | -5% | 6%
CCCCSc1oc(-c2ccco2)nc1S(=O)(=O)c1ccccc1 | -28 | -5% | -17% | 0% | -29% | 2%
COc1cc2c(cc1OC)CN(c1ccc([N+](=O)[O-])cc1Cl)CC2 | -24 | -5% | -17% | -29% | ? | -10%[11.6 µM]
CCc1ccc(NC(=O)c2sc(-n3nc(C)c(CCC(C)C)c3C)nc2C)cc1 | -4 | 10% | 5% | / | / | /
O=C(NCc1nc2ccccc2n1Cc1ccccc1Cl)c1ccccc1 | -32 | -13% | 6% | / | / | /
CCCCCC(=O)Nc1ccc(C(=O)COC(=O)Cn2cnc3c2c(=O)n(C)c(=O)n3C)cc1 | -17 | -11% | -1% | / | 0% | -5%
CCc1ccc(C(=O)NNC(=O)CC2OC(=O)c3ccccc32)cc1 (centres undefined) | 4 | 0% | 2% | / | ? | 88%[activator]
CCOC(=O)N1CCN(Cc2nc3cc(NC(=O)C(C)C)ccc3n2C(C)C)CC1 | ? | 15% | 1% | / | / | /
CCOC(=O)CC(C)(C)/C(C)=N/Nc1ccc([N+](=O)[O-])cc1[N+](=O)[O-] | -5 | 4% | 2% | 6% | ? | ?
COc1nonc1NC(=O)CSc1nc2ccccc2[nH]1 | -64* | -5% | 1% | 4% | 12% | -4%
Cc1ccc(S(=O)(=O)N2c3ccccc3NC(=O)CC2C)cc1 (centres undefined) | -3 | 4% | 0% | 0% | 3% | 11%
CN(C)S(=O)(=O)c1ccc(N2CCCC2)c(C(=O)NNC(=O)COc2ccccc2F)c1 | -15 | ? | 3% | / | 12% | 73%[activator]
CCC1(CC)NC(=O)N(CC(=O)Nc2ccc(-n3cnnn3)cc2)C1=O | 12 | / | / | / | 12% | 2%
Cc1ccc(S(=O)(=O)N2CCN(C(=O)CSCc3ccc(C(C)C)cc3)CC2)cc1 | ? | 6% | -4% | / | ? | -6%
COc1ccc(OCCSc2ncn[nH]2)cc1 | 12 | -2% | 7% | / | 14% | -3%
CSc1ccccc1C(=O)Nc1nccs1 | 33 | -1% | 3% | 11% | 7% | -17%
O=[N+]([O-])c1ccc(S(=O)(=O)NCCc2ccncc2)cc1 | 21 | 3% | -12% | 3% | 11% | 4%
CCCCC(=O)Nc1cccn2ncnc12 | -23 | -4% | -2% | 4% | 20% | 32%[activator]
O=C(c1ccc(F)cc1)N1CCN(c2ccc(N3CCOCC3)nn2)CC1 | -15 | -2% | -1% | 7% | 11% | -4%
CC1CCC(C)(NS(=O)(=O)OCC(Cl)(Cl)Cl)CC1 (centres undefined) | -25 | ? | -31% | 3% | 9% | -2%
COC(=O)c1ccc(C(=O)NC2CCCc3c2cnn3-c2ccccc2F)nc1 (centres undefined) | 0 | -10% | -12% | 4% | 3% | -7%
O=C(C1=C[C@@H](c2ccccc2)C[C@@H](OCc2ccc(CO)cc2)O1)N1CCOCC1 | 0 | 7% | 45µM* | 7% | 14% | -1%
CS(=O)(=O)N1CCN(c2ccccc2NC(=O)c2cc(Br)ccc2Cl)CC1 | -11 | 3% | 1% | 0% | -24% | -18%
O=S(=O)(CCc1nc2ccccc2o1)c1ccc(Cl)c(Cl)c1 | 12 | 1% | 8% | 2% | -9% | 8%

Exported as comma-separated lines: part of the list above
Structure,HCMV inh,AmpC inh detg,Sm TGR inh,FBPA Giardia inh,HCV inh,AMA1-RON2 inh
COc1nonc1NC(=O)CSc1nc2ccccc2[nH]1,-64*,-5%,1%,4%,12%,-4%
Cc1ccc(S(=O)(=O)N2c3ccccc3NC(=O)CC2C)cc1 (centres undefined),-3,4%,0%,0%,3%,11%
CN(C)S(=O)(=O)c1ccc(N2CCCC2)c(C(=O)NNC(=O)COc2ccccc2F)c1,-15,?,3%,/,12%,73%[activator]
CCC1(CC)NC(=O)N(CC(=O)Nc2ccc(-n3cnnn3)cc2)C1=O,12,/,/,/,12%,2%
Cc1ccc(S(=O)(=O)N2CCN(C(=O)CSCc3ccc(C(C)C)cc3)CC2)cc1,?,6%,-4%,/,?,-6%
COc1ccc(OCCSc2ncn[nH]2)cc1,12,-2%,7%,/,14%,-3%
CSc1ccccc1C(=O)Nc1nccs1,33,-1%,3%,11%,7%,-17%
O=[N+]([O-])c1ccc(S(=O)(=O)NCCc2ccncc2)cc1,21,3%,-12%,3%,11%,4%
CCCCC(=O)Nc1cccn2ncnc12,-23,-4%,-2%,4%,20%,32%[activator]
O=C(c1ccc(F)cc1)N1CCN(c2ccc(N3CCOCC3)nn2)CC1,-15,-2%,-1%,7%,11%,-4%
CC1CCC(C)(NS(=O)(=O)OCC(Cl)(Cl)Cl)CC1 (centres undefined),-25,?,-31%,3%,9%,-2%
COC(=O)c1ccc(C(=O)NC2CCCc3c2cnn3-c2ccccc2F)nc1 (centres undefined),0,-10%,-12%,4%,3%,-7%

More entries follow.
SMILES | HCMV inh | AmpC inh detg | Sm TGR inh | FBPA Giardia inh | HCV inh | AMA1-RON2 inh
O=C(OCCN1C(=O)c2ccccc2C1=O)C1CCN(S(=O)(=O)c2cccs2)CC1 | 79 | -12% | 9% | 12% | 10% | -2%
Cc1cc(=O)[nH]c(SCc2nc3ccccc3c(=O)n2-c2ccccc2C)n1 | 3 | -4% | 28% | ? | 5% | 4%
COc1ccc(CCNC(=O)COC(=O)CCC(=O)c2ccc(F)cc2)cc1 | 29 | -7% | -1% | 1% | 9% | -7%
O=C(CCCN1C(=O)c2ccccc2C1=O)Nc1ccc(S(=O)(=O)N2CCOCC2)cc1 | 26 | 1% | 4% | 5% | -18% | 22%
Cc1ccc(N2CC(C(=O)Nc3ccc(N(C)C)cc3)CC2=O)cc1Cl (centres undefined) | 2 | 9% | -3% | / | / | /
CN1CCN(c2nc3ccccn3c(=O)c2C=C2C(=O)N(C)C(=O)N(C)C2=O)CC1 | / | -2% | -28% | -6% | 17% | 4%
O=C(Cn1c(=O)n(CCc2ccccc2)c(=O)c2cccnc21)Nc1ccc(F)cc1 | 35 | -5% | -5% | / | / | /
COc1ccc2oc(C(=O)NC3(C)CCS(=O)(=O)C3)c(C)c2c1 (centres undefined) | -101* | -1% | -1% | / | ? | -5%
Cc1cc(C(=O)CSc2nc3ccccc3[nH]2)c(C)n1CC1CCCO1 (centres undefined) | -99* | -2% | 1% | 0% | 1.4µM* | -4%
CN(Cc1ccccc1)Cc1nc2c(c(=O)n(C)c(=O)n2C)n1CCCc1ccccc1 | -2 | ? | 1% | 2% | ? | -1%
CNC(=S)N1N=C2c3ccccc3CCC2C1c1ccccc1Cl (centres undefined) | ? | -1% | 21% | 7% | -23% | 0%
O=C(Nc1nc2nccc(-c3ccccc3)n2n1)c1ccccc1 | 38 | 0% | 1% | 1% | -12% | 2%
O=C(CO/N=C/c1ccc(OC(F)F)cc1)NCc1ccc(F)cc1 | -38 | ? | 9% | 15% | ? | -10%
COc1ccc(Cl)cc1C(=O)N1CCN(c2ccccn2)CC1 | -11 | -1% | 19% | / | -4% | 2%
O=C(CSc1n[nH]c(=O)n1Cc1ccco1)Nc1ccccc1 | -14 | 7% | -3% | 9% | 11% | -9%
CC1(C)Cc2ccccc2C(N)=C1C#N | -31 | 0% | 8% | -18% | 8% | -13%
C=CCn1c(NCc2cc(C)ccc2O)nc2ccccc21 | 32 | -13% | -29% | -3% | ? | -5%
CCN(CC)Cc1c(O)ccc2c(-c3ccccc3)cc(=O)oc12 | 13 | ? | -36% | -3% | 5% | 12%
Cc1c(C(=O)c2ccccc2)oc2ccc3ccccc3c12 | 104 | -4% | -13% | 5% | ? | -16%
Nc1c(-c2ccccc2)c(CSc2nc3ccccc3[nH]2)nn1-c1cccc(C(=O)O)c1 | -5 | 1% | / | 29% | 18% | -16%
O=C1CC2(CCCC2)C(=O)N1CN1CCN(S(=O)(=O)c2ccc(Cl)c(Cl)c2)CC1 | -19 | 5% | ? | / | ? | -2%
COc1ccc(-n2ccnc2SCC(=O)Nc2ccc(F)cc2F)cc1 | -91* | 1% | 8% | / | / | /
Nc1nc(N)c(Br)c(Nc2ccc(Cl)c(Cl)c2)n1 | 45 | / | / | / | -20% | -2%
COc1ccccc1NC(=O)NN1CCCCC1 | -2 | -3% | 7% | 5% | -10% | -16%
COC(=O)[C@H](C)NC(=O)Nc1cc(OC)ccc1OC | 71 | -2% | ? | -8% | 15% | -1%
O=C(CC1C[C@H](C(=O)N2CCCCC2)[C@@]2(CCc3ccccc3)c3[nH]c4ccccc4c3CCN2C1=O)NCCCn1ccnc1 (some centres undefined) | -7 | / | / | / | ? | -10%
Clc1ccc(-c2nnc(-c3ccccc3)nc2-c2c[nH]c3ccccc23)cc1 | -2 | -8% | -7% | 4% | -16% | -6%
Cc1nn(CC(=O)N2CCN(c3cccc(Cl)c3)CC2)c(=O)c2c1sc1ccccc12 | 26 | 10% | 6% | / | / | /
